# Bioassay records as filed in PubChem BioAssay.
# SMARCA2 activ = SMARCA2 function activation, primary screen; 370,000 compounds, 1% hits; activation, % at 9.1 µM; MG213 cells, MMTV-luciferase reporter, dexamethasone, overnight; AID 652017; in the data active = activation above about 7.8%;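 also: 0% = vehicle wells and 100% = reference activator wells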
# PG9 Ab binder = small molecules binding HIV-1 gp120 antibody PG9 | 360,000 compounds, 0.43% hits | inhibition, % at 6.7 µM | TR-FRET gp120-PG9 antibody binding; in the data active = inhibition above about 8.5%
# DAX1 inh-1 = DAX1 (NR0B1) inhibition, primary screen | HEK293T StAR-luciferase reporter, SF-1/DAX-1 repression relief | AID 652010 | 370,000 compounds, 1.1% hits | inhibition, % at 6.8 µM;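 active = inhibition above the mean over all tested compounds plus 3 SD, cut at about 3.6% in these data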;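 also: 0% = DAX-1 cells with DMSO and 100% = cells lacking DAX-1 with DMSO; higher inhibition means more luminescence from relief of DAX-1 repression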
# hcDAF12 agonist = H. contortus DAF-12 activation, primary screen. 370,000 compounds, 1.4% hits. activation, % at 6.8 µM. HEK293 hcDAF-12 lit1-tk-luc reporter, luminescence; 0% DMSO, 100% Δ7-dafachronic acid. AID 652067;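 active = activation above the mean of all tested compounds plus 3 SD, cut at about 5.5% in these data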;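 also: 100% = response to 3 µM Δ7-dafachronic acid high control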
# DAX1 inh-2 = inhibitors of human orphan nuclear receptor DAX1 (NR0B1); HEK293 Gal4-DAX1 luciferase reporter, luminescence; inhibition, % at 6.75 µM; 340,000 compounds, 0.99% hits; AID 504766;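 active = inhibition above the mean over all tested compounds plus 3 SD, cut at about 4.2% in these data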;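 also: 0% = DAX1-transfected cells with DMSO and 100% = empty-vector control cells with DMSO; inhibition shows as a rise in luminescence from relieved DAX1 repression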
# NPR1 activator = GC-A (human) enzyme activation; P16066; HEK293 GC-A cells, cGMP TR-FRET, EC30 ANP; 0% at EC30 ANP, 100% saturating ANP; activation, % at 10 µM; 370,000 compounds, 0.14% hits; AID 1671463; in the data active = activation above about 40%
# Target sequence (P16066 whole entry, looked up): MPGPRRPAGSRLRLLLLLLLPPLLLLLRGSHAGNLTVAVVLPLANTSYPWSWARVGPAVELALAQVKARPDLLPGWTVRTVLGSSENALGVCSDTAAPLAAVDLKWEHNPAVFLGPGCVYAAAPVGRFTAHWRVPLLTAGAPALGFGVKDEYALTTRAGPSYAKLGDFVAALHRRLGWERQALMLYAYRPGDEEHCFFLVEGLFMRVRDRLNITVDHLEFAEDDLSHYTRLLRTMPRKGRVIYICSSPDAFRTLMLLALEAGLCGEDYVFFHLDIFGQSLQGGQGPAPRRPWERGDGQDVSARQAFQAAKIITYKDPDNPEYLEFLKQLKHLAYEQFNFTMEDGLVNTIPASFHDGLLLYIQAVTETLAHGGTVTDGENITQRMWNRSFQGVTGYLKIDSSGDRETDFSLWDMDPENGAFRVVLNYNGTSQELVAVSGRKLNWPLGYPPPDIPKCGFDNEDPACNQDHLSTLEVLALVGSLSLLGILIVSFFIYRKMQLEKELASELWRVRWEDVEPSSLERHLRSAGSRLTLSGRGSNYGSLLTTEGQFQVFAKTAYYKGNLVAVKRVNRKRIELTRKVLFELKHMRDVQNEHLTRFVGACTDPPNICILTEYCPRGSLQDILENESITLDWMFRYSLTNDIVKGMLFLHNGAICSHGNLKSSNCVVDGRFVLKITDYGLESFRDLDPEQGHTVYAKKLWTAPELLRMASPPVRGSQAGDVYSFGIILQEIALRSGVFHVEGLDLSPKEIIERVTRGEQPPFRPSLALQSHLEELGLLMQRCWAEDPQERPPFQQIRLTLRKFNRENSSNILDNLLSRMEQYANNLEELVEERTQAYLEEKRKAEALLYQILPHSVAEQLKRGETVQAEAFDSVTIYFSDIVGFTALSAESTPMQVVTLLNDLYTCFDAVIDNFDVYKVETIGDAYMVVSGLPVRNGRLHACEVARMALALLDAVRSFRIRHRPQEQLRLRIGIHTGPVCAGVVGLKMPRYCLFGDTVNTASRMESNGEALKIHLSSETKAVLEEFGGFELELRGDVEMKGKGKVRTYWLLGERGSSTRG
# ADAM10 inh = inhibitors of human ADAM10; O14672; 370,000 compounds, 0.62% hits; inhibition, % at 7 µM; recombinant ADAM10, EDANS/DABCYL FRET peptide cleavage, 3 h; AID 720582;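 active = inhibition above a per-campaign cutoff equal to the mean of compounds falling between control-based bounds plus 3 SD, cut at about 20% in these data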;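 also: 0% = DMSO wells while the 100% control is not disclosed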
# hgDAF-12 ag = agonists of H. glycines DAF-12 nuclear receptor; HEK293 GAL4-hgDAF12 UAS-luciferase reporter, agonist luminescence; normalized to butyrate control; 370,000 compounds, 1.8% hits; activation, % at 6.8 µM;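 active = activation above a cutoff set at the mean of all screened compounds plus 3 SD, cut at about 10% in these data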;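 also: 0% = DMSO wells and 100% = sodium butyrate wells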
# FXN GAA850 act = activators of GAA850 frataxin (FXN) promoter; HEK293 lucGAA850 FXN promoter luciferase reporter, 24 h; percent of 10 µM SAHA response; activation, % at 6 µM; 360,000 compounds, 0.56% hits;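 active = activation above the average of all compounds screened plus 3 SD, cutoff fixed separately per campaign, cut at about 7.5% in these data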;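 also: 0% = DMSO wells and 100% = 10 µM SAHA wells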
# ADAM17 inh = inhibits human ADAM17 | recombinant ADAM17, EDANS/DABCYL FRET peptide cleavage | inhibition, % at 6.95 µM | 370,000 compounds, 0.83% hits;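 active = inhibition above the mean of compounds lying between control limits plus 3 SD, set per campaign, cut at about 8.5% in these data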;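 also: 0% = DMSO-only wells as the low control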
# ssDAF12 agonist = activates DAF-12 receptor from parasite S. stercoralis; HEK293 ssDAF-12/GRIP1 lit1-tk-luc reporter, luminescence; % of 3 µM dafachronic acid response; activation, % at 6.8 µM; 370,000 compounds, 1% hits; AID 652126;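 active = activation above the mean over all tested compounds plus 3 SD, cut at about 0.9% in these data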;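 also: 0% = DMSO-only wells and 100% = 3 µM delta7-dafachronic acid wells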
# Starred values were filed as active, the others as inactive; i = inactive; x = not tested or not shown.
SMILES,SMARCA2 activ,PG9 Ab binder,DAX1 inh-1,hcDAF12 agonist,DAX1 inh-2,NPR1 activator,ADAM10 inh,hgDAF-12 ag,FXN GAA850 act,ADAM17 inh,ssDAF12 agonist
O=C(c1cc(S(=O)(=O)N2CCCCC2)c(Cl)cc1N1CCOCC1)N1CCOCC1,1,-1.3,0.3,-0.7,-1.4,6,-4,-0.5,4.5,-4,-0.8
COc1ccc(NC(=O)CC(NC(C)c2ccccc2)C(=O)O)cc1 (stereo not given),0,-1.8,0.3,0.7,0.1,1,-16,1.3,0.3,-2,-0.8
CCN(c1ccc(NC(=O)c2ccc(Cl)nc2)cc1)C(C)C,-2,0.2,1.4,1.8,2.9,2,1,0.2,-0.1,1,-0.7
O=C(CCC(=O)N1CCN(C2CCCCC2)CC1)Nc1nnc(C(F)(F)F)s1,0,1.5,0.1,1.3,-0.9,5,0,-1.8,0.2,-1,-0.6
CCN(CC(=O)NC(C)C)C(=O)[C@H](C)NC(=O)c1ccc(Br)cc1,7,0.6,0.0,-1.1,0.8,0,0,0.4,1.4,-1,-1.3
CCCCNC(=O)COC(=O)c1cc(F)c(F)cc1Cl,-3,0.6,0.6,-0.8,1.8,3,1,0.1,0.3,-6,-1.1
COc1ccc(C2=NOC3(CC(=O)N(c4ccc5ccccc5c4)C3=O)C2)c(OC)c1 (stereo not given),-4,0.6,0.1,2.0,1.1,-1,7,-0.1,-2.6,7,0.3
Cc1ccc(Oc2nc3ccccn3c(=O)c2/C=C(\C#N)C(=O)Nc2c(C)n(C)n(-c3ccccc3)c2=O)cc1,-1,1.3,-0.3,0.7,0.2,-9,-62,0.5,4.3,-24,-1.7
O=C(Nc1ccccc1)Nc1cc([N+](=O)[O-])ccc1F,-3,1.2,-1.0,-1.5,-1.6,2,-6,0.2,0.3,-3,-1.6
O=C(Cc1cccs1)Nc1cc(SCCO)cc([N+](=O)[O-])c1,-3,-0.6,-0.9,0.8,0.0,8,-4,-1.3,3.7,0,-0.9
CCCOc1ccc(NC(=O)CC2C(=O)N(CC)C(=S)N2CCCN2CCN(Cc3ccccc3)CC2)cc1 (stereo not given),-3,0.6,-0.8,-0.8,-0.9,-6,5,-1.4,-5.7,3,-1.6
CCOC(=O)C(NC(=O)c1ccccc1)(N1CCCC1=O)C(F)(F)F (stereo not given),-1,-2.7,-0.6,-0.7,-0.1,0,1,-0.5,1.5,-3,-1.1
Cn1c(=O)oc2ccc(C(=O)CSc3nnnn3-c3ccccc3)cc21,-2,1.1,0.2,-1.7,-0.8,4,2,-0.8,-0.5,-3,-1.4
Cc1noc(NC(=O)c2ccccc2)c1C#N,-4,-4.3,-0.1,-0.8,2.6,1,15,2.0,1.3,4,-0.9
c1ccc(CCC2CCCCN2Cc2nc(-c3ccc4c(c3)OCO4)no2)nc1 (stereo not given),-3,0.0,-0.6,-0.9,-1.2,-5,-6,1.0,0.3,-5,-1.1
O=C1c2ccccc2NC(c2ccccc2)N1NS(=O)(=O)c1ccccc1 (stereo not given),3,-2.8,0.7,-0.7,-0.1,-1,-14,-1.5,2.0,-4,-0.9
NC(C(=O)O)C1ON=C(Cl)C1O (stereo not given),-3,-1.0,-1.9,-1.7,3.4,-2,-14,0.3,-1.1,-3,-0.8
Cc1cc(C(=O)OCC(=O)NC2CCS(=O)(=O)C2)c2ccccc2n1 (stereo not given),1,-1.8,0.4,-0.4,-0.6,0,-17,-2.8,0.5,-8,-1.4
COc1cccc(Oc2ccc(OC)cc2C(=O)O)c1,-2,-0.8,0.1,-0.2,-0.4,2,-1,2.0,-1.2,-3,0.1
CCOc1ccc(C(C)NC(=O)Cc2ccccc2F)cc1OCC (stereo not given),1,0.7,0.6,0.0,0.2,5,10,-0.4,1.1,0,-1.1
COc1ccc(Br)cc1/C=C/C(=O)NC(=S)Nc1ccc(CN2CCOCC2)cc1,-2,-1.9,-1.1,0.8,0.1,2,0,3.9,-0.2,-2,-0.4
COc1ccc(C2=NC(=O)NC2c2ccc(OC)cc2)cc1 (stereo not given),2,-1.9,-0.6,-2.4,0.1,-5,-2,-1.1,-1.3,-1,-1.1
CN1CCN(Cc2c(O)ccc3cc(Br)ccc23)CC1,-2,2.1,0.0,-1.2,x,6,-6,-0.1,x,-5,-1.4
Cc1ccc(OCCNCC(O)COc2ccccc2)cc1 (stereo not given),-1,-0.4,0.0,-0.6,1.4,-3,3,0.9,-0.4,1,-1.4
Cc1occc1C(=O)N/N=C/c1ccc2c(c1)OCO2,2,-2.0,3.5,5.7*,-0.7,-4,-5,16*,0.8,-3,0.2
# (more compounds)
SMILES,SMARCA2 activ,PG9 Ab binder,DAX1 inh-1,hcDAF12 agonist,DAX1 inh-2,NPR1 activator,ADAM10 inh,hgDAF-12 ag,FXN GAA850 act,ADAM17 inh,ssDAF12 agonist
CCSc1ccccc1C(=O)Nc1cc(OC)c(OC)c(OC)c1,1,-0.4,-0.6,-1.3,1.1,2,0,-1.9,-3.1,0,-1.6
O=[N+]([O-])c1ccccc1Sc1nccn1Cc1ccccc1,0,-1.9,-1.2,1.7,-0.5,3,0,-1.8,1.7,-3,0.2
COC(=O)C1(NC(=O)CNC(=O)OCc2ccccc2)CCCC1,-2,0.3,0.2,1.6,-0.4,4,-25,-1.2,1.1,-3,-1.2
CC(C)CC(=O)Nc1cc2c3c(c1)C(C)C(=O)N3CCC2 (stereo not given),2,-2.1,0.1,0.3,0.3,4,0,2.7,1.7,-4,0.0
CCOc1cc(-c2nc3cc(C)ccn3c2NCC2CCCO2)ccc1O (stereo not given),0,-12,0.4,-2.2,-2.1,1,-185,-0.7,-2.9,-48,-0.9
CCN(C(=O)Cn1nc(C)c([N+](=O)[O-])c1C)c1c(N)n(Cc2ccccc2)c(=O)[nH]c1=O,0,-1.5,-0.3,-0.6,-0.2,3,-6,1.7,1.3,-1,-0.7
COc1ccc(OC)c2c(C)cc(NCCN3CCOCC3)nc12,1,2.3,0.1,-1.8,-0.3,0,-80,2.1,5.6,-30,-1.4
COC(=O)c1cc2c(s1)-c1cc(F)ccc1OC2,1,4.8,-0.4,1.1,-1.5,3,i,1.4,0.6,-212,0.0
CCN1C(=O)c2cccc3c(NC(=O)c4ccc(S(=O)(=O)N5CCOCC5)cc4)ccc1c23,-2,-19,-1.8,0.7,-0.5,7,0,-0.4,3.0,-1,-1.6
CCC(C)c1ccc2oc(-c3ccc(NC(=O)c4ncn[nH]4)cc3)nc2c1 (stereo not given),2,-2.3,-0.1,-1.2,1.3,-1,4,-1.0,0.9,-2,-1.3
COC(OC)C1(C)C(C#N)=C(N)Oc2c1c(=O)oc1ccccc21 (stereo not given),-3,1.3,0.0,-1.6,-1.2,0,-7,-1.5,3.0,-3,-1.0
COc1ccccc1CNC(=O)Nc1nc(C(N)C(C)C)cs1 (stereo not given),1,-0.9,1.2,-0.3,x,1,0,0.8,-0.8,1,-0.8
CCOC(=O)c1sc(NC(=O)CNCc2ccccn2)c(C(=O)OCC)c1C,-3,0.1,-0.7,-0.4,-2.0,8,-5,-1.8,1.0,-5,-1.0
COC(=O)c1ccccc1N=Nc1c(C)n[nH]c1C,-1,0.3,-0.6,0.0,3.2,-1,0,0.8,-0.1,0,-0.9
Cc1cccc(C)c1NC(=O)C(c1ccccc1OC(F)(F)F)N1CCN(C/C=C/c2ccccc2)CC1 (stereo not given),-4,0.9,-0.7,0.4,x,2,5,4.3,x,3,-1.2
COc1ccc(N=Cc2ccc(CNS(=O)(=O)c3ccc(Cl)cc3)o2)cc1,1,-0.3,-0.2,-1.8,-1.1,-5,7,-0.7,-2.3,0,-1.3
COc1ccccc1CNC(=O)CCc1c(C)nc2cc(-c3ccccc3OC)nn2c1C,-1,1.5,-0.5,1.2,-1.8,0,-48,-0.2,-1.4,-16,-1.4
CCOC(=O)c1c(C)[nH]c(C(=O)NNC(=O)c2ccc(C(C)(C)C)cc2)c1C,-6,-0.8,0.1,-2.8,-1.1,1,7,4.3,0.0,8,-1.5
O=C(Nc1ccccc1C(=O)NCCCN1CCOCC1)c1cccc([N+](=O)[O-])c1,4,0.9,-1.6,-1.5,-0.1,-4,1,-1.4,-0.7,1,-1.2
CCN(C(=O)CSc1ccc2ccccc2c1)C1CCS(=O)(=O)C1 (stereo not given),1,-0.9,-0.7,-1.6,-0.8,3,1,2.4,3.7,0,-1.1
O=C(NC1CCN(S(=O)(=O)c2ccc(F)cc2)CC1)c1ccco1,1,0.5,-0.1,0.3,0.4,4,-4,-0.2,0.5,1,-1.1
COCCN(CCOC)Cc1cc(=O)oc2ccc3ccccc3c12,-4,-3.8,-1.4,-0.4,x,6,-355,-1.5,x,-73,0.2
Cc1ccc(S(=O)(=O)CCC(=O)OCc2nnc(-c3ccc([N+](=O)[O-])cc3)o2)cc1,-2,-2.5,0.2,-0.6,0.9,-1,3,0.6,-0.6,-2,-1.0
CC(=O)c1cc2c(cc1C)CCCC2(C)C,0,2.0,-1.7,0.0,x,-5,-6,-1.0,-1.0,-2,-0.7
Cc1cccc(NC(=O)NNC(=O)c2cc3occc3[nH]2)c1C,-1,-0.4,-0.6,0.0,0.2,4,4,1.0,0.4,-4,-1.2

# A run of entries from further up, as a working copy:
SMILES,SMARCA2 activ,PG9 Ab binder,DAX1 inh-1,hcDAF12 agonist,DAX1 inh-2,NPR1 activator,ADAM10 inh,hgDAF-12 ag,FXN GAA850 act,ADAM17 inh,ssDAF12 agonist
CCSc1ccccc1C(=O)Nc1cc(OC)c(OC)c(OC)c1,1,-0.4,-0.6,-1.3,1.1,2,0,-1.9,-3.1,0,-1.6
O=[N+]([O-])c1ccccc1Sc1nccn1Cc1ccccc1,0,-1.9,-1.2,1.7,-0.5,3,0,-1.8,1.7,-3,0.2
COC(=O)C1(NC(=O)CNC(=O)OCc2ccccc2)CCCC1,-2,0.3,0.2,1.6,-0.4,4,-25,-1.2,1.1,-3,-1.2

# Following part:
SMILES,SMARCA2 activ,PG9 Ab binder,DAX1 inh-1,hcDAF12 agonist,DAX1 inh-2,NPR1 activator,ADAM10 inh,hgDAF-12 ag,FXN GAA850 act,ADAM17 inh,ssDAF12 agonist
Cc1cccc(OCC(=O)Nc2cc(NC(=O)COc3cccc(C)c3C)cc(C(=O)O)c2)c1C,2,-1.3,-0.1,0.8,-0.4,-1,1,-0.6,1.4,0,-0.9
Cc1cc(=O)[nH]c2ccc(S(=O)(=O)NC3CCCCC3)cc12,-2,0.2,1.7,0.5,0.9,3,-11,-1.4,2.4,-2,-0.4
Cc1cc(Cl)ccc1NC(=S)N1CCN(C(=O)C2CCCO2)CC1 (stereo not given),-3,1.6,-0.5,-1.1,0.3,3,1,-1.9,-1.8,-3,-0.4
O=C(CN1CCCCCC1)Nc1ccc(F)c(F)c1,0,1.4,0.0,-1.1,2.3,1,4,-1.0,0.7,0,-1.4
COc1ccc(S[C@]2(C(=O)N3CCN(c4ncccn4)CC3)CC(=O)N(C(=O)C3CC3)[C@@H]2c2ccc(OC)cc2)cc1,-1,x,-0.8,-1.1,x,0,3,0.9,x,0,-0.7
C=CCNc1nc(N2CCOCC2)c(C#N)c2c1CN(C)CC2,-2,-1.6,-0.2,-1.7,0.8,13,-199,1.0,-0.4,-42,-1.4
C[C@H]1CN=C(Nc2ccccc2)N1CCc1ccccc1,2,1.7,0.1,-0.2,1.2,4,5,1.3,-0.7,2,-1.4
